Screening results from PubChem.
TAG inh = inhibitors of triacylglycerol accumulation; 230,000 tested, 0.66% active; inhibition, % at 12.5 µM; H9c2 cells, Nile Red lipid (TAG) fluorescence; cells loaded with 200 µM oleic acid;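 active = pattern-corrected inhibition of lipid staining of at least 50% with the nuclear-stain viability signal not falling by more than 50%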;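 note: 0% = DMSO wells and 100% = triacsin C control wells; some results filed as inactive read as strong as hits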
TAG inh DAPI viability = recorded beside TAG inh, whose call it bears; DAPI nuclei signal change (viability), lower = more cytotoxic, %;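 whole-well DAPI fluorescence read on a plate reader as a viability signal; minus 50 percent equals half of cells still viable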
* marks the source's active call; other numbers are inactive results. These rows are one share of the data; the hit share may differ from the screen's.

smiles	TAG inh DAPI viability	TAG inh
CCOc1ccccc1C(=O)OCC(=O)Nc1cccc(S(=O)(=O)NC2=NCCCCC2)c1	-6	0
NC(=O)c1ncn([C@@H]2O[C@H](CNS(=O)(=O)c3cc(S(=O)(=O)c4ccccc4)cs3)[C@@H](O)[C@H]2O)n1	6	-6
Cn1cc(SCC(=O)NCc2ccc(F)cc2)c2ccccc21	8	1
CCOC(=O)c1ccc(NS(=O)(=O)c2c(C)n[nH]c2C)cc1	-4	-14
Cc1nc2ccccc2n1S(=O)(=O)c1ccc(S(=O)(=O)N2CCCCCC2)cc1	-6	-20
O=C(Nc1ccc(Cl)cc1)C1Cc2c(-c3ccc(Cl)cc3)ccnc2O1 (configuration not stated)	10	-47
Cc1cccc(-c2cc(C(=O)N/N=C/c3cccnc3)c3ccccc3n2)c1	3	3
C[C@@H]1CN([C@H](C)CO)C(=O)CCCn2nncc2CO[C@H]1CN(C)C(=O)OCc1ccccc1	-6	2
CC1(C)CC(=O)C=C(c2cccc(Br)c2)C1	-5	-25
CCCCC[n+]1ccn(-c2nc3ccccc3nc2[N-]S(=O)(=O)c2ccc(C)cc2)c1	5	1
CC(Oc1cccc(Cl)c1)C(=O)Nc1ccc([N+](=O)[O-])cn1 (configuration not stated)	-4	-8
O=C(c1ccc([N+](=O)[O-])cc1)N1CCSC1c1ccccc1Cl (configuration not stated)	6	-4

An excerpt of these results, with values under each structure.
Under each structure: TAG inh DAPI viability | TAG inh
- Cn1cc(SCC(=O)NCc2ccc(F)cc2)c2ccccc21
  8 | 1
- CCOC(=O)c1ccc(NS(=O)(=O)c2c(C)n[nH]c2C)cc1
  -4 | -14
- Cc1nc2ccccc2n1S(=O)(=O)c1ccc(S(=O)(=O)N2CCCCCC2)cc1
  -6 | -20
- O=C(Nc1ccc(Cl)cc1)C1Cc2c(-c3ccc(Cl)cc3)ccnc2O1 (configuration not stated)
  10 | -47
- Cc1cccc(-c2cc(C(=O)N/N=C/c3cccnc3)c3ccccc3n2)c1
  3 | 3
- C[C@@H]1CN([C@H](C)CO)C(=O)CCCn2nncc2CO[C@H]1CN(C)C(=O)OCc1ccccc1
  -6 | 2
- CC1(C)CC(=O)C=C(c2cccc(Br)c2)C1
  -5 | -25

At a glance, 3 of the compounds above.
smiles	TAG inh DAPI viability	TAG inh
CCOc1ccccc1C(=O)OCC(=O)Nc1cccc(S(=O)(=O)NC2=NCCCCC2)c1	-6	0
NC(=O)c1ncn([C@@H]2O[C@H](CNS(=O)(=O)c3cc(S(=O)(=O)c4ccccc4)cs3)[C@@H](O)[C@H]2O)n1	6	-6
Cn1cc(SCC(=O)NCc2ccc(F)cc2)c2ccccc21	8	1

(list continues)
smiles	TAG inh DAPI viability	TAG inh
Nc1cc(OCC(F)(F)F)cc(OCC(F)(F)F)c1	-5	-6
Cc1cccc(N2C(=O)c3ccc(C(=O)Nc4c[nH]c(=O)[nH]c4=O)cc3C2=O)c1	1	5
CC(C)N(C(=O)COC(=O)[C@@H]1CC(O)CN1S(=O)(=O)c1ccc(C(C)(C)C)cc1)C(C)C (some centres not stated)	16	-7
Cc1cccc(S(=O)(=O)Nc2nc3ccccc3nc2NCC2CCCO2)c1 (configuration not stated)	2	-3
COc1ccc(C(=O)Nc2ccc3nc(C)sc3c2)cc1S(=O)(=O)N1CCOCC1	-12	-1
O=S(OCCN1CCCC1)C(c1ccccc1)c1ccccc1 (configuration not stated)	7	7
Cc1cccc(N(CC(N)=O)C2SC(=O)N(c3ccccc3)C2=O)c1 (configuration not stated)	-6	5
COc1ccc2c(c1)c(CC(=O)OCC(=O)O)c(C)n2C(=O)c1ccc(Cl)cc1	2	-2
CC(=O)Nc1ccc(NS(=O)(=O)c2ccc(Cl)s2)cc1	11	-4
Oc1ccccc1Nc1ncnc2c1oc1ccccc12	-3	6
CCn1nc(NC(=O)c2ccncc2)c2cc3ccccc3nc21	-3	6
CCOc1ccc(C(=O)Nc2cccc3ncccc23)cc1Br	9	-9

3 of the compounds above, with two lines to a compound.
Every second line gives: TAG inh DAPI viability | TAG inh
Oc1ccccc1Nc1ncnc2c1oc1ccccc12
→ -3 | 6
COc1ccc2c(c1)c(CC(=O)OCC(=O)O)c(C)n2C(=O)c1ccc(Cl)cc1
→ 2 | -2
Cc1cccc(N(CC(N)=O)C2SC(=O)N(c3ccccc3)C2=O)c1 (configuration not stated)
→ -6 | 5

More entries follow.
smiles	TAG inh DAPI viability	TAG inh
O=C(CN(C(=O)Cn1nnc(-c2ccccc2F)n1)c1cnc2ccccc2c1)NCC1CCCO1 (configuration not stated)	-10	7
Cc1c(Cl)cccc1NC(=S)NC1CCN(C(C)C)CC1	12	7
COc1cccc(Nc2nc(C(C)N)cs2)n1 (configuration not stated)	13	7
COc1ccc(-c2cccc(NC(=O)c3ccc4c(c3)OCO4)c2)nn1	-5	11
Cn1c(=O)oc2cc(S(=O)(=O)N3CCc4ccccc43)ccc21	-5	-12
CN(C)c1cccc(N=C2C=C(N3CCOCC3)CC(C)(C)C2)c1	-10	-5
CCN(CC)c1ccc(-c2nn3c(-c4cccnc4)nnc3s2)cc1	9	8
COc1ccc(O)c(C(=O)c2cnn(C(=O)c3ccc(C)cc3)c2)c1	6	-2
Cc1ccc(-c2nc3ccc(C(=O)O)cc3nc2-c2ccc(C)cc2)cc1	1	-8
CCOC(=O)c1cnc2c(c(C)nn2C)c1Oc1ccccc1F	8	-3
O=C(O)c1ccc(-c2ccc(/C=N/Nc3ccc([N+](=O)[O-])cc3)o2)cc1	-10	-5
COc1ccc(C2CC(=O)Oc3cc(O)ccc32)cc1 (configuration not stated)	-5	-1
O=C(Cn1c(=O)cnc2ccccc21)NNC(=O)c1ccccc1Cl	-6	5
CNC(=O)CCN(Cc1ccco1)S(=O)(=O)c1ccc(OC)c(OC)c1	5	1
COc1cccc(-c2ccc3ncnc(NCc4cccnc4)c3c2)c1	-9	8
CCSc1nnc(NC(=O)C(C)C)s1	-6	15
Cc1ccccc1-c1csc(C(O)c2cccnc2)n1 (configuration not stated)	6	-10
Cc1ccc(CN2CC(C(=O)NCCCSc3ccccc3)CC2=O)cc1 (configuration not stated)	3	-5
COc1cccc(/C=C(/C#N)c2ccc(Cl)cc2)c1OCc1cccc(C(=O)O)c1	5	4
CCOC(=O)C1(CCOC)CCN(Cc2cccc(OCc3ccccc3)c2)CC1	2	-30
CC1CCCN(C(=O)c2ccc(Cl)c(S(=O)(=O)N3CCCCCC3)c2)C1 (configuration not stated)	-1	-5
Cc1ccc(C(=O)NNC(=O)c2ccc(-n3cncn3)c([N+](=O)[O-])c2)cc1	4	14
COc1cc(Cl)ccc1OC1(C)CCN(Cc2ccc3ccccc3c2)C1 (configuration not stated)	19	-7
COc1cccc(NC(=O)N2CCN(c3nnnn3-c3ccccc3)CC2)c1	-10	5
COc1ccc(C(=O)CSc2nc3ccc([N+](=O)[O-])cc3[nH]2)cc1	3	-15
C=CC(=O)Nc1cccc(Oc2ccnc3[nH]ccc23)c1	-3	19
CC(C)(C)NC(=O)C(c1ccccc1)N(Cc1cccs1)C(=O)c1csnn1 (configuration not stated)	-2	10
O=C(NCc1ccccc1Cl)c1csc([C@H]2C[C@H](O)[C@@H](CO)O2)n1	-2	1
O=C(c1cccc(S(=O)(=O)N2CCc3ccccc32)c1)N1CCN(c2ccccc2)CC1	3	4
Cc1ccc(CSc2nc3ccccc3c(=O)n2Cc2ccco2)cc1	0	-11
CN(C)C(CNC(=S)Nc1ccccc1)c1cccnc1 (configuration not stated)	-2	7
CC(C)CNC(=O)CO/N=C/c1ccccc1Cl	0	7
C=CCSc1nc(=O)n2ccc(C)cc2n1	-5	7
CC(OC(=O)COc1ccccc1[N+](=O)[O-])C(=O)Nc1ccc(N2CCOCC2)cc1 (configuration not stated)	11	-30
COc1ccc(OC(C)C(=O)N2CCCc3ccccc32)cc1 (configuration not stated)	5	-14
COC(=O)CSc1nc(SCc2ccccc2Cl)nc2c1CCCC2	6	-4
O=c1ccn([C@@H]2O[C@H](CNS(=O)(=O)c3cc4ccccc4s3)[C@@H](O)[C@H]2O)c(=O)[nH]1	-3	5
Cc1ccc(-c2nc(S(=O)(=O)c3ccc(C)cc3)c(N(C)C)o2)cc1	-2	-15
Cc1csc(SCC(=O)N(C)C2CCS(=O)(=O)C2)n1 (configuration not stated)	-2	-4
CSc1nnc(C(C)(C)C)c(=O)n1/N=C/c1ccccc1	-6	10
O=C(OCC#CCSc1nnc(-c2cccc3ccccc23)o1)c1ccc(F)cc1	-10	-10
CCCCCOc1ccc(NC(=O)CSc2cccc3cccnc23)cc1	-33*	57*
CCOc1ccc(N2C(=O)CC(N(CCc3ccc(OC)cc3)C(=O)/C=C/C(=O)O)C2=O)cc1 (configuration not stated)	-2	2
NC(=O)c1ccsc1NC(=O)COC(=O)Cc1ccsc1	7	-11
O=C(CN1C(=O)C2CC=C(Cl)CC2C1=O)NCc1ccccc1 (configuration not stated)	9	3
Cc1cc(Nc2ccccc2)n(C(=O)c2ccc(N)cc2)n1	5	-1
Cc1cccc(-c2ccc3c(c2)C2CC3CCN2C)c1 (configuration not stated)	4	13
CCCCc1nnc(NC(=O)Cn2cnc3ccccc3c2=O)s1	-8	6
COc1ccc(N(C)S(=O)(=O)c2cccc(C(=O)Nc3nc(C)c(C(C)=O)s3)c2)cc1	-4	13
CCN(c1ccccc1)C1(O)C(=O)c2ccccc2C1=O	-5	-5
COc1cccc(C(C)(O)c2nc(-c3cccc(C(F)(F)F)c3)cs2)c1 (configuration not stated)	-3	-22
CCOC(=O)/C=C/C(=O)N1CCN(C(=O)/C=C/C(=O)OCC)CC1	5	5
CC(C)(C)c1ccc(C(=O)N2CCCCCC2=O)cc1	8	-13
CC(=O)Nc1ccc(S(=O)(=O)N(C)CC(=O)NC2CCCC(C)C2C)cc1 (configuration not stated)	3	0
CC12CCC(=O)N1C(C(=O)Nc1ccc(S(=O)(=O)N3CCCCC3)cc1)CS2 (configuration not stated)	7	-10
CCOC(=O)c1ccc(-c2cccc(-c3cc(=O)oc4cc(OC)cc(OC)c34)c2)cc1	-5	-7
CC[C@]12c3[nH]c4cc(CCC(=O)N(C)C)ccc4c3CCN1C(=O)[C@@H](CC(=O)NCCN1CCOCC1)C[C@@H]2C(=O)N1CCN(C(=O)C2CC2)CC1	6	-3
O=C(C1=C[C@@H](c2ccc(C(F)(F)F)cc2)C[C@@H](OCc2ccc(CO)cc2)O1)N1CCN(Cc2ccccc2)CC1	-6	13
Cc1onc(-c2c(Cl)cccc2Cl)c1NC(=O)NN(C)C	1	0
CC1(Oc2ccc(Cl)cc2)CCN(Cc2ccc(-c3ccccn3)cc2)C1 (configuration not stated)	7	-12

Complete entries from above. Order of values: TAG inh DAPI viability | TAG inh
Results for Cc1ccc(-c2nc3ccc(C(=O)O)cc3nc2-c2ccc(C)cc2)cc1 : 1 | -8
Results for Cc1c(Cl)cccc1NC(=S)NC1CCN(C(C)C)CC1 : 12 | 7
Results for O=C(c1cccc(S(=O)(=O)N2CCc3ccccc32)c1)N1CCN(c2ccccc2)CC1 : 3 | 4
Results for C[C@@H]1CN([C@H](C)CO)C(=O)CCCn2nncc2CO[C@H]1CN(C)C(=O)OCc1ccccc1 : -6 | 2
Results for COc1cccc(Nc2nc(C(C)N)cs2)n1 (configuration not stated) : 13 | 7

(list continues)
smiles	TAG inh DAPI viability	TAG inh
C=CC(=O)N1C/C=C\C(c2ccc(OC)cc2)N(Cc2ccc(F)cc2)C(=O)C1 (configuration not stated)	-6	-4
COc1ccc(CCNC(=O)CSc2nc3[nH]c(=O)cc(O)c3s2)cc1	5	-12
O=C(CN1CCSCC1)N/N=C/c1cccc(Cl)c1	-5	3
COc1ccc2cc(C#CC3=CC(=O)C[C@H](c4ccc(F)cc4)C3)ccc2c1	-5	15
COc1ccccc1N(C(=O)CNS(=O)(=O)c1ccccc1)C(C(=O)NCc1ccco1)C(C)C (configuration not stated)	-3	-7
CC1=C(C(N)=O)C(c2cccnc2)n2nc(SCc3ccccc3Cl)nc2N1 (configuration not stated)	6	-31
COc1cccc(C(=O)Nc2c(F)cccc2F)c1	13	-13
O=C(COC(=O)C1CCN(S(=O)(=O)c2cccs2)CC1)Nc1ccc(F)cc1Cl	8	-5
